Source: PubChem BioAssay
IDH1 R132H inh: inhibitors of human mutant IDH1 R132H; actives 0.093% (n = 390,000); Potency, µM (top dose mostly 76.6 µM), for inactives: top-dose activity change, negative = inhibition, usual class: inhibitors; O75874; IDH1-R132H enzyme, NADPH consumption, diaphorase/resazurin fluorescence; also: potency is read from the fitted curve at half-maximal effect; % is scaled to controls: 0 for no effect and ±100 for the full control effect; nearly all actives have a fitted effect of over 65% in size
Target sequence (O75874 whole entry R132H, stated change not applied): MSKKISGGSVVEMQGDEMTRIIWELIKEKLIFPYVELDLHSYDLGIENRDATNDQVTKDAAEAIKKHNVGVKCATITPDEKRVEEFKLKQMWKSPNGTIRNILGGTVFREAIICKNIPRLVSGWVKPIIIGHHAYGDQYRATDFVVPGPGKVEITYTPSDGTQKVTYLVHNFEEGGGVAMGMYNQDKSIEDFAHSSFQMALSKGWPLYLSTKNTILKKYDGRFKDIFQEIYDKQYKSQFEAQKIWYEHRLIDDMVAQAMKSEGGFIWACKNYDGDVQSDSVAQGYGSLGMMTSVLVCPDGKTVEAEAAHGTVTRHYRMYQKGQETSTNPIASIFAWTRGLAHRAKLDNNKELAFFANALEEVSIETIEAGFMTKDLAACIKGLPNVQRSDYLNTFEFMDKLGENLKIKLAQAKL
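IDH1-R132H (0.5 ug/mL) preincubated 30 min with compound, then NADPH (0.016 mM) and alpha-KG (2 mM) added; 80 min at RT, pH 7.5. Remaining NADPH coupled via diaphorase/resazurin to fluorescence (540/590 nm); concentration-response curves normalized to no-enzyme control.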
TRHR ag: TRH receptor (human) agonism; P34981; TRHR cells, calcium flux fluo-8, FDSS agonist mode; activation, % at 2 µM; actives 0.18% (n = 360,000); in the data active = activation above about 30%; also: 0% is about no effect
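In this calcium-flux screen, cells bearing human TRHR are dye-loaded with fluo-8, baselined for 10 cycles, then exposed to library compounds; positive kinetic calcium responses during the agonist phase mark hits, with TRH as control.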
TRHR PAM: allosteric enhancers of human TRH receptor. P34981. TRHR cells, fluo-8 calcium fluorescence, EC20 TRH enhancement. enhancement, % at 2 µM. actives 0.66% (n = 360,000). AID 493056; in the data active = enhancement above about 30%; also: 0% is about no effect
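Enhancer read-out: after compound pinning and an initial kinetic agonist-mode read, an EC20 of TRH (10 nM final) was injected and fluo-8 calcium signal (Ex 480/Em 530) followed at 1 s/cycle for 100 cycles in TRHR-expressing cells.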
D2 antagonist: antagonizes the human D2 dopamine receptor; P14416; HEK293 TREx D2 cells, calcium flux, dopamine EC80; inhibition, % at 10 µM; actives 2% (n = 340,000); AID 485344; in the data active = inhibition above about 30%; also: 0% is about no effect
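Inhibition of EC80 dopamine-driven calcium flux, recorded kinetically, defines activity here; cells are a tetracycline-induced HEK293 T-REx line expressing force-coupled D2.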
D2 agonist: activates the human D2 dopamine receptor; P14416; HEK293 T-REx D2 cells, calcium flux agonist mode; activation, % at 2 µM; actives 0.53% (n = 340,000); AID 485358;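 active = activation over 3 SD above normal in the single-dose calcium agonist read, cut at about 30% in these data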; also: 0% is about no effect
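In this primary screen, compounds producing a positive calcium signal within 180 s of addition to tetracycline-induced, force-coupled HEK293 Trex D2 cells are flagged; cells are dye-loaded with a no-wash calcium kit beforehand.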
PI4K2A inh: PI4K2A (human) kinase inhibition; Q9BTU6; purified PI4K2A, ADP-Glo luminescence, 1 h; stronger effect = lower value; activity change, negative = inhibition, % at 76.9 µM; actives 0.13% (n = 420,000); in the data active = activity change below about -50%; inconclusive = mostly about -30% to -49%;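 also: -100% = wells without enzyme as full effect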
Target sequence (Q9BTU6 whole entry, looked up): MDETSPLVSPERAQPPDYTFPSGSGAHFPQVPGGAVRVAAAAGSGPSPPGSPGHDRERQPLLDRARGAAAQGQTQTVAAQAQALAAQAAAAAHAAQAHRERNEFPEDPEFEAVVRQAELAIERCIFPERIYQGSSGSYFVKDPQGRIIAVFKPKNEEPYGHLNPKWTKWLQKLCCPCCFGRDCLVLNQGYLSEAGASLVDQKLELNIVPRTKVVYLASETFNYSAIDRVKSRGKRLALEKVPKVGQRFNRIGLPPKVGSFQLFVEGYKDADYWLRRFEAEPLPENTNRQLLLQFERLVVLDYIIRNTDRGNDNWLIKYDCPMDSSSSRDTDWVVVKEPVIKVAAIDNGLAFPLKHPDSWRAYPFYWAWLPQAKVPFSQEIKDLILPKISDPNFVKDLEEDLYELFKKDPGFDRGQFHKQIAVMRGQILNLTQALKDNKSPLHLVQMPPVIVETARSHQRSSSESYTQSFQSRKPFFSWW
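ADP-Glo luminescence measured ADP generated by PI4K2A enzyme (4 ug/mL before mixing) with 1.2 mM PI substrate (pre-mix) and 300 microM ATP (pre-mix). Tris pH7.5 buffer with MgCl2, Triton X-100; 1 h reaction at ambient temperature.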
TrxR1 substrate: rat thioredoxin reductase 1 substrate activity. actives 0.01% (n = 390,000). Potency, µM (titrated, usually from 114 µM), for the others: top-dose activity change, negative = substrate turnover. purified TrxR1 substrate turnover, NADPH consumption readout. AID 588456. O89049; also: potency is read from the fitted curve at half-maximal effect; % is scaled to controls: 0 for no effect and ±100 for the full control effect; nearly all actives have a fitted effect of over 50% in size
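Rat TrxR1, dispensed at 90 nM, was prereduced with 400 uM NADPH (final) for 5 min at ~22 deg C, then incubated with compound 15 min before 400 uM selenite. A first-read NADPH fluorescence drop versus no-compound background flagged substrates.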
USP1-UAF1 inh: USP1/UAF1 (human) deubiquitinase inhibition. recombinant USP1/UAF1, Ub-Rhodamine cleavage fluorescence. Potency, µM (series often up to 57.1 µM), inactives show at the highest dose activity change, negative = inhibition, hits mostly inhibitors. actives 0.23% (n = 390,000). AID 743255; also: potency is read from the fitted curve at half-maximal effect; % is scaled to controls: 0 for no effect and ±100 for the full control effect; nearly all actives have a fitted effect of over 60% in size; inactives centre near -12
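USP1/UAF1 complex (1 nM) preincubated 15 min at room temperature with compound, then Ub-Rho substrate (150 nM final) added. Kinetic fluorescence at 480/540 nm over 6 reads at 60 s intervals; 50 mM HEPES pH 7.8, 0.5 mM EDTA, 0.1 mg/ml BSA, 1 mM TCEP, 0.01% Tween-20.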
TrxR1 inh: blocks rat thioredoxin reductase 1; O89049; recombinant rTrxR1, NADPH fluorescence consumption, selenite substrate; Potency, µM (highest dose often 114 µM), for inactives: top-dose activity change, negative = inhibition, hits mostly inhibitors; actives 1% (n = 390,000); AID 588453; also: potency is read from the fitted curve at half-maximal effect; % is scaled to controls: 0 for no effect and ±100 for the full control effect; nearly all actives have a fitted effect of over 65% in size
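Rat TrxR1 (90 nM in the dispensed reagent) was pre-reduced with 400 uM NADPH for 5 min at room temperature, then incubated with compound for 15 min. After 400 uM selenite was added, NADPH fluorescence (Ex 340/Em 450 nm) was followed for 8 min.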
Starred values were filed as active, the others as inactive; ? = inconclusive; nt = no result given; & = joins results of further samples; [ ] = dose if it differs, or a comment. Unless noted, calls follow the shape of the dose curve; as a rule, active = well fitted inhibition curve with a large enough effect; inconclusive = small, poorly fitted or top-dose-only effect; inactive = no such curve, though single readings can be large or run the other way.

structure	IDH1 R132H inh	TRHR ag	TRHR PAM	D2 antagonist	D2 agonist	PI4K2A inh	TrxR1 substrate	USP1-UAF1 inh	TrxR1 inh
CC[C@H](C)[C@H](NC(=O)OCc1ccccc1)C(=O)OCC(=O)N(C)CC(=O)Nc1ccccc1Cl	12%	0.0	-9	-4	0.2	-5	-11%	-6%	-5%
COc1cccc(C2NC(=O)NC(O)(C(F)(F)F)C2C(=O)c2cccnc2)c1OC (stereo not given)	-1%	0.8	5	-3	1.9	-3	-1%	-1%	?
COc1ccc(C(=O)NNC(=O)Cc2nc3ccccc3n2C)cc1	0%	nt	nt	nt	nt	1	8%[57.1 µM]	-20%	12%
COc1cc(O)c(/C=N/NC(=O)c2ccncc2)c(OC)c1[N+](=O)[O-]	-1%	0.6	1	-12	-0.4	-1	-6%	-20%	6%
O=C(/C=C/c1ccc([N+](=O)[O-])cc1)N1CCN(S(=O)(=O)c2ccccc2)CC1	2%	-0.5	-4	5	0.7	1	-18%	0%	-3%
CCN1C(=O)/C(=c2\s/c(=C3\Sc4ccccc4N3C)c(=O)n2C)N(C)C1=S	nt	-0.3	-1	5	0.8	nt	nt	nt	nt
C=CCNc1oc(-c2ccco2)nc1S(=O)(=O)c1ccccc1	1%	-0.8	3	2	-0.4	-1	2%	-12%	45µM*
COc1ccc(NC2=CC(c3ccccc3)N(c3ccc(OC)cc3)C2=O)cc1 (stereo not given)	0%	-0.2	-6	-2	-0.7	-5	7%	-10%	?
CSCc1cccc(C(=O)OC(C)C(=O)Nc2c(C)n(C)n(-c3ccccc3)c2=O)c1 (stereo not given)	0%	-0.8	12	5	0.1	0	2%	-13%	9%
COc1cc(C(=O)OC(C)C(=O)NCC2CCCCC2)cc(NC(=O)c2ccco2)c1OC (stereo not given)	6%	1.4	6	-5	0.3	3	39%[activator]	-15%	2%
O=C(c1ccc2c(c1)N(Cc1ccccc1F)C(=O)c1ccccc1S2(=O)=O)N1CCc2ccccc21	0%	0.5	-3	nt	1.0	-1	3%	?	24%
CCCn1c2ccccc2c2cnn(CC(=O)N3CCN(c4ccccc4F)CC3)c(=O)c21	-7%	-0.5	-6	nt	nt	-1	8%	-14%	26%
O=C(N/C(=C/c1ccccc1)C(=O)N1CCCCCC1)c1ccccc1	-1%	0.0	-9	-6	0.5	0	-2%[57.1 µM]	-12%	5%[57.1 µM]
O=C(CCN1C(=O)CSc2ccccc21)Nc1cccc(C(F)(F)F)c1	1%	-0.4	1	5	-0.3	-4	-5%	-4%	-3%
Cc1ccc(NCc2nnc(SCC(=O)NNC(=O)Cc3ccccc3)n2C)cc1	4%	0.3	1	7	0.0	3	-3%	-15%	-9%
CC(C)CN1CCC(CN2CCNC(=O)C2=O)CC1	5%	nt	nt	nt	nt	-1	6%	-21%	16%
CCSc1ccc2nnc(-c3cccs3)n2n1	9%	-0.6	-1	nt	nt	0	-4%	-26%	18%[57.1 µM]
CCCNC(=O)OCCC12CC3CC(CC(C3)C1)C2	4%	5.9	-2	1	1.0	-1	-2%	-23%	-1%
CCc1ccc(OCC(=O)NC2CC(C)(C)NC(C)(C)C2)cc1	-17%	3.9	7	-2	1.3	-2	2%	-12%	14%
Cc1ccccc1OCC(O)CN (stereo not given)	-5%	0.5	-4	nt	nt	-5	-4%	-9%	-1%
COc1ccc(CCNC(=O)CCc2c(C)nc3c(-c4ccc(F)cc4)c(C)nn3c2C)cc1OC	8%	-0.6	3	nt	0.1	-5	0%	-28%	14%
O=C(c1ccc(F)cc1Cl)N1CCN(S(=O)(=O)c2cccs2)CC1	-4%	0.6	-1	-9	0.5	-3	1%[57.1 µM]	1%	-5%[57.1 µM]
O=C(O)c1cccc(-c2nnn(Cc3ccccc3)n2)c1	-3%	0.0	-3	-4	-0.6	-7	3%	-2%	5%
Cc1[nH]nc2cn[nH]c12	2%	-1.6	1	-4	1.4	-4	-7%	-11%	8%
O=C(COC(=O)CC(c1ccccc1)c1ccccc1)Nc1c(F)cccc1F	nt	-0.6	-9	-4	-0.7	nt	nt	nt	nt
CCOC(=O)c1ccc(NC(=O)Cc2coc3cc4c(cc23)CCC4)cc1	0%	0.3	4	-2	-0.5	3	-10%	-16%	-17%
COc1ccc(-c2noc(CN3CCOCC3)n2)cc1OC	-2%	-1.0	6	11	0.3	-3	4%[57.1 µM]	-2%	-5%[57.1 µM]
Cc1nc2ccc(-c3nc4cc(N)ccc4o3)cc2[nH]1	1%	0.0	3	9	-1.5	-14	11%[57.1 µM]	-7%	12%[57.1 µM]
COc1cc(/C=N/NC(=O)c2sc(N)c(C#N)c2C)ccc1O	0%	0.1	1	-14	-0.2	-7	0%	-4%	-25%
Cc1ccc(NCc2cc3cc4c(cc3n(CC(=O)Nc3ccc(F)cc3F)c2=O)OCCO4)cc1	-13%	12	7	nt	2.0	0	3%	?	?
CCn1cc(C(=O)NCCCN2CCC(C)CC2)c(=O)c2cc(S(=O)(=O)N(C)C3CCCCC3)ccc21	5%&1%	-0.4&-0.2	5&8	-8	-0.9&0.3	-2&-3	-6%&-4%	-16%&-16%	14%&12%
Fc1ccc(-c2nc(Nc3ccc(F)c(Cl)c3)nc3c2COc2ccccc2-3)cc1	-7%	3.6	-4	nt	11	1	3%	-3%	18%
COC(C(=O)Nc1ccc(F)c(F)c1)c1ccccc1 (stereo not given)	6%	nt	nt	nt	nt	5	6%	-24%	14%
O=C1NC(Cc2ccccc2)c2nc3cc(F)ccc3c(=O)n2-c2ccc(Cl)cc21 (stereo not given)	nt	0.0	2	3	-0.5	nt	nt	nt	nt
COc1ccc(N2C(=O)CC(Nc3ccc(C)cc3)C2=O)cc1 (stereo not given)	9%	1.2	-7	-3	1.0	-5	-2%	-7%	11%
CC(=O)Nc1ccc(S(=O)(=O)N[C@@H](C)C(=O)OCC(=O)c2ccc(C)cc2)cc1	7%	nt	nt	nt	nt	0	-4%	-2%	8%
Cc1ccc(Cl)cc1N1CCN(C(=O)c2cn(C3CCCCC3)c(=O)c3c2c2ccccc2n3C)CC1	-4%	0.8	3	nt	1.1	2	14%	-4%	28%
COC(=O)c1ccc(COc2ccccc2/C=C(\C#N)C(=O)Nc2ccc(C)cc2C)cc1	3%	0.7	-4	-5	-0.5	9	-2%	-20%	14%
O=C(C1CCCCC1)N(Cc1nc2sc3c(c2c(=O)[nH]1)CCCC3)Cc1cccs1	3%	-0.2	-2	-1	-0.5	0	15%[57.1 µM]	-11%	31%[57.1 µM]
COc1ccc(CCNS(=O)(=O)c2cn(C)nc2C)cc1	-1%	-0.6	5	-8	0.1	0	0%	-16%	12%
CCN(CC)CCCN1C(=O)c2oc3ccccc3c(=O)c2C1c1cc(OC)ccc1OC (stereo not given)	3%	0.2	0	12	0.7	3	4%	-7%	0%
CCCOc1ccc(-c2nc3ccccc3c(=O)o2)cc1	5%	0.5	-3	nt	-1.4	-9	19%	-18%	4%
CCCCCOCC1CC(C/C(C)=N/Nc2nc(-c3ccccc3)cs2)C(=O)O1 (stereo not given)	5%	nt	nt	nt	nt	-14	0%	-21%	-12%
O=C(Cc1cccc(C(F)(F)F)c1)NCC(c1ccco1)N1CCCCC1 (stereo not given)	6%	-1.0	-2	nt	nt	0	6%	-12%	14%[57.1 µM]
CSc1ccc(S(=O)(=O)Nc2ccccc2C(=O)N2CCOCC2)cc1	1%	-0.5	13	13	0.1	1	-8%	-15%	-6%
O=C(Nc1ccc2c(c1)C(=O)N(c1ccccc1)C2=O)c1cccs1	9%	0.5	-3	3	-1.7	-4	15%[57.1 µM]	-18%	15%
COC(=O)Cc1sc(-c2ccccn2)nc1-c1ccccc1	-3%	-0.2	-4	-13	0.8	3	1%	-13%	13%

Three entries from above, arranged by the number in TrxR1 substrate, smallest number first:
canonical_smiles	TRHR ag	TRHR PAM	D2 antagonist	PI4K2A inh	TrxR1 substrate	USP1-UAF1 inh	TrxR1 inh
O=C(CCN1C(=O)CSc2ccccc21)Nc1cccc(C(F)(F)F)c1	-0.4	1	5	-4	-5%	-4%	-3%
CCc1ccc(OCC(=O)NC2CC(C)(C)NC(C)(C)C2)cc1	3.9	7	-2	-2	2%	-12%	14%
CCCn1c2ccccc2c2cnn(CC(=O)N3CCN(c4ccccc4F)CC3)c(=O)c21	-0.5	-6	nt	-1	8%	-14%	26%

Retrieved one by one from the entries so far (5):
structure	IDH1 R132H inh	TRHR ag	TRHR PAM	D2 antagonist	D2 agonist	PI4K2A inh	TrxR1 substrate	USP1-UAF1 inh	TrxR1 inh
O=C(C1CCCCC1)N(Cc1nc2sc3c(c2c(=O)[nH]1)CCCC3)Cc1cccs1	3%	-0.2	-2	-1	-0.5	0	15%[57.1 µM]	-11%	31%[57.1 µM]
CSc1ccc(S(=O)(=O)Nc2ccccc2C(=O)N2CCOCC2)cc1	1%	-0.5	13	13	0.1	1	-8%	-15%	-6%
O=C(Nc1ccc2c(c1)C(=O)N(c1ccccc1)C2=O)c1cccs1	9%	0.5	-3	3	-1.7	-4	15%[57.1 µM]	-18%	15%
CCCCCOCC1CC(C/C(C)=N/Nc2nc(-c3ccccc3)cs2)C(=O)O1 (stereo not given)	5%	nt	nt	nt	nt	-14	0%	-21%	-12%
Fc1ccc(-c2nc(Nc3ccc(F)c(Cl)c3)nc3c2COc2ccccc2-3)cc1	-7%	3.6	-4	nt	11	1	3%	-3%	18%

An unsorted share of the library; overall some 3.9% were active at least once.
